Screening data from PubChem.
GAA glycogen mod = qHTS Assay for Inhibitors and Activators of Human alpha-Glucosidase Cleavage of Glycogen | Lysosomal alpha-glucosidase (Homo sapiens), P10253 | recombinant GAA, glycogen substrate, Amplex Red glucose oxidase fluorescence | Potency, µM (top dose mostly 76.4 µM), inactives show at the top dose activity change, negative = inhibition, actives largely listed as inhibitors | 300,000 compounds, 0.38% hits | AID 2100, 2009;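 further: 0% = full enzyme reaction and -100% = no-enzyme basal signal; the screen sought inhibitors and activators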
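qHTS, 1536-well; enzyme 4 nM final; cpd up to 77 uM; substrate bovine liver glycogen 30 ug; 50 mM citrate/phosphate pH 5.0, 0.01% Tween-20; 37 C, 40 min; Amplex Red detection 45 min RT; Hill fit → AC50.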
L3MBTL1 block = qHTS Assay for the Inhibitors of L3MBTL1. Lethal(3)malignant brain tumor-like protein 1 (Homo sapiens), Q9Y468. AlphaScreen L3MBTL1–H3K9me1 peptide binding. Potency, µM (top dose mostly 57.1 µM), inactives show at the top dose activity, negative = inhibition, actives largely listed as inhibitors. 230,000 compounds, 0.66% hits. AID 485360, 2010; further: nearly all actives have a fitted effect of over 60% in size
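L3MBTL1 (50 nM) pre-complexed 30 min with biotinylated H3(1-15)K9me1 peptide (75 nM), then compounds added for 30 min at room temperature; AlphaScreen streptavidin donor/nickel chelate acceptor beads (10 ug/mL final) read after 30 min dark incubation.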
GAA inhib = qHTS Assay for Inhibitors of Human alpha-Glucosidase as a Potential Chaperone Treatment of Pompe Disease | purified human GAA, 4-MU-alpha-glucoside fluorescence | 200,000 compounds, 0.005% hits | AID 1466, 2008 | Lysosomal alpha-glucosidase (Homo sapiens), P10253 | Potency, µM (series often up to 76.9 µM), without a hit: top-dose activity change, negative = inhibition, most hits filed as inhibitors;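 further: plate controls were uninhibited enzyme wells for no effect and no-enzyme background for full effect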
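Enzyme (4 nM final) mixed with compound (up to 77 uM), then 4-MU-alpha-D-pyranoside (400 uM final) added; 20 min at room temperature, pH 5.0. Reaction stopped at pH 10, fluorescence read, AC50 derived by Hill fit.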
RECQ1 helicase = qHTS Assay for Inhibitors of RecQ-Like Dna Helicase 1 (RECQ1) | Potency, µM (series often up to 57.3 µM), for the others: top-dose activity, negative = inhibition, usual class: inhibitors | ATP-dependent DNA helicase Q1 (Homo sapiens), P46063 | 240,000 compounds, 0.54% hits | RECQ1 DNA unwinding, red fluorescence kinetic read;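 further: plate controls were vehicle for no effect and no enzyme for full effect; nearly all actives have a fitted effect of over 30% in size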
Target sequence (P46063 whole entry, looked up): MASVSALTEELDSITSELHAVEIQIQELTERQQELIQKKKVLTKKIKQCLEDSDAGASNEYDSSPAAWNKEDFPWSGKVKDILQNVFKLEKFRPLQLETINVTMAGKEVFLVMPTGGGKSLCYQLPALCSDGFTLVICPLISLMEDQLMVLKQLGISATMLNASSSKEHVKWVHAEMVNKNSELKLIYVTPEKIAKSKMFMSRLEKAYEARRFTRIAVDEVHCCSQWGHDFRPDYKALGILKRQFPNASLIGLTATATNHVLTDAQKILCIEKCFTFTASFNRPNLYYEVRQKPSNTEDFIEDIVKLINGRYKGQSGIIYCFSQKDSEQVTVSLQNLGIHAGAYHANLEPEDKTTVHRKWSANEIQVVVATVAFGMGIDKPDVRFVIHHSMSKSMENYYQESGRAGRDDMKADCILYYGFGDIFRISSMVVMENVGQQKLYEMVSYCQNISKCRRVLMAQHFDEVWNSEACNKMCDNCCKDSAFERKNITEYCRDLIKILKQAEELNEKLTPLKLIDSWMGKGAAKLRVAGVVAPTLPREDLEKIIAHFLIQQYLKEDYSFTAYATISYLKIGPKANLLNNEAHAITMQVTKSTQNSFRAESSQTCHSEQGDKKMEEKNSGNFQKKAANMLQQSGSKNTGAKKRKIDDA
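RECQ1T1 50 nM; forked duplex (20 bp + 30-nt ss tails) 200 nM, ATP 2 mM final; pH 8.0, 2 mM MgCl2, 2.5 ug/ml poly(dI-dC); 15 min compound preincubation; discontinuous kinetic read over 2 h at RT.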
TR SRC2 fluor cs = Total Fluorescence Counterscreen for Inhibitors of the Interaction of Thyroid Hormone Receptor and Steroid Receptor Coregulator 2; TRb/SRC2 Texas Red total fluorescence interference; Potency, µM (series often up to 106 µM), inactives show at the highest dose fluorescence change, negative = quenching; 280,000 compounds, 0.29% hits; AID 1479, 2009; active means well fitted curve in either direction with a large enough effect; inconclusive means small, poorly fitted or top-dose-only effect
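Human TRβ ligand-binding domain (0.6 uM) and Texas Red SRC2 peptide (20 nM) in Tris buffer with 1 uM T3 and 5% DMSO were incubated with pinned compound for 5 hr at ambient temperature. Total fluorescence was computed as S + 2P (555/632 nm).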
GoLoco inh red = qHTS Assay for Inhibitors of RGS12 GoLoco Motif Activity (Red Fluorophore) | Guanine nucleotide-binding protein G(i) subunit alpha-1 (Homo sapiens), P63096 | Gai1:RGS12 GoLoco peptide FP, rhodamine, 10 min | Potency, µM (series often up to 61.6 µM), for the others: at the top dose activity, negative = inhibition, actives largely listed as inhibitors | 230,000 compounds, 0.44% hits; active means well fitted inhibition curve with a large enough effect, not every such curve was filed as active; inactive means no such curve, though single readings can be large or run the other way; further: nearly all actives have a fitted effect of over 30% in size; many of its hits are not listed in these tables
Target sequence (P63096 whole entry, looked up): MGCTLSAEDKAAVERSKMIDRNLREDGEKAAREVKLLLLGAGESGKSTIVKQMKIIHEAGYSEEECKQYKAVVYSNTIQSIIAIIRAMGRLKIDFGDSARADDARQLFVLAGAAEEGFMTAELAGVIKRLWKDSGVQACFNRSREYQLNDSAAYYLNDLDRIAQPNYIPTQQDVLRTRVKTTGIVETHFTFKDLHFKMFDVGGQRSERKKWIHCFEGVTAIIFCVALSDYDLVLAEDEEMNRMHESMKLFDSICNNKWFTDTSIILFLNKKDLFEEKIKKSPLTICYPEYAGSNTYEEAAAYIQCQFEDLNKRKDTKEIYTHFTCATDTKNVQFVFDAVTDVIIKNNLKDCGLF
aGlu spleen mod = qHTS Assay for Inhibitors and Activators of Human alpha-Glucosidase From Spleen Homogenate; Lysosomal alpha-glucosidase (Homo sapiens), P10253; human spleen homogenate, 4-MU-alpha-glucoside fluorescence; Potency, µM (series often up to 79.9 µM), without a hit: at the top dose activity change, negative = inhibition, most hits filed as inhibitors; 240,000 compounds, 0.006% hits;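 further: 0% = enzyme with vehicle and -100% = no enzyme basal signal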
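AC50 values come from Hill-equation fits of concentration-response data, normalized to no-enzyme and full-activity controls. Enzyme source: 1 ug human spleen homogenate; 1 mM fluorogenic 4-MU glucoside, pH 5.0 citrate buffer, 37 C, 40 min.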
TRb-SRC2 inh = qHTS for Inhibitors of the Interaction of Thyroid Hormone Receptor and Steroid Receptor Coregulator 2; Potency, µM (highest dose often 106 µM), for the others: top-dose activity change, negative = inhibition, hits mostly inhibitors; 280,000 compounds, 0.065% hits; TRbeta-SRC2 peptide binding, fluorescence polarization; receptor liganded with 1 µM T3;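 further: plate controls were bound peptide for no effect and peptide without receptor for full effect; nearly all actives have a fitted effect of over 50% in size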
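Human TRb LBD (0.6 uM) plus Texas Red-labeled SRC2 peptide (20 nM), 1uM T3, 5% DMSO, 5 hr at ambient temperature. Decreased polarization (555/632 nm) flags inhibition; data normalized to free and bound peptide controls.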
Numbers without * were called inactive; i = inactive; ? = inconclusive; . = not tested or not shown; [ ] = another dose, or the depositor's remark. Unless noted, the call rests on the fitted dose curve; in most records, active means well fitted curve in the direction sought with a large enough effect; inconclusive means small, poorly fitted or top-dose-only effect, or another doubt; inactive means no such curve, though single readings can be large; an effect the other way counts as inactive or inconclusive. Unless noted, on the % scale 0 is the no-effect control and ±100 the full control effect; potency means the concentration at half of the fitted maximal effect. Only part of the results is shown; the hit share may differ from the screen's.

SMILES | GAA glycogen mod | L3MBTL1 block | GAA inhib | RECQ1 helicase | TR SRC2 fluor cs | GoLoco inh red | aGlu spleen mod | TRb-SRC2 inh
Cc1ccc(NC(=S)N(CCN2CCCCC2)Cc2ccco2)cc1 | 13% | -11% | -4% | -2% | 0% | -17% | -6% | -1%
CC(=O)N(CCCN1CCOCC1)Cc1ccncc1 | 3% | . | 3% | i | -5% | 10% | -14% | 3%
COCCNC(=O)Nc1ccc2c(c1)N(C)C(=O)c1ccccc1S2 | 3% | 9% | 2% | 0% | 0% | -4% | 1% | 5%
O=C1C(C=NCc2cccnc2)=C(O)c2ccccc21 | -9% | -7% | -1% | i | 0% | . | 4% | -12%
O=S1(=O)CCN2N=C(C3CC3)SC2=N1 | -1% | 7% | 2% | i | -2% | 2% | 3% | 1%
Cc1cccc(N=C2Sc3nc4c(C)c(C)ccc4cc3CN2CCN2CCOCC2)c1 | 12% | -10% | -12% | -23% | 3% | 3% | 1% | 1%
CCOC(=O)C1CCN(C(=O)C(C)Sc2ccc(Cl)cc2)CC1 (stereo not drawn) | -4% | 7% | -2% | -2% | -2% | 6% | 5% | -12%
CC(=O)Nc1ccc(C(=O)n2nc(C)cc2C)cc1 | 3% | 2% | 0% | -10% | 0% | 3% | -1% | -15%
Cc1ccccc1/C=N/N=C1/NC(=O)CCS1 | -9% | 2% | -6% | -4% | 0% | 0% | 2% | -8%
O=C(COc1ccc(S(=O)(=O)NC2CCCCC2)cc1)N1CCN(c2cccc(Cl)c2)CC1 | -11% | . | ? | -7% | 0% | -12% | -8% | -3%

An excerpt from above in order of count of non-hydrogen atoms, ascending.
SMILES | GAA glycogen mod | L3MBTL1 block | GAA inhib | RECQ1 helicase | TR SRC2 fluor cs | GoLoco inh red | aGlu spleen mod | TRb-SRC2 inh
O=S1(=O)CCN2N=C(C3CC3)SC2=N1 | -1% | 7% | 2% | i | -2% | 2% | 3% | 1%
CC(=O)Nc1ccc(C(=O)n2nc(C)cc2C)cc1 | 3% | 2% | 0% | -10% | 0% | 3% | -1% | -15%
CC(=O)N(CCCN1CCOCC1)Cc1ccncc1 | 3% | . | 3% | i | -5% | 10% | -14% | 3%
COCCNC(=O)Nc1ccc2c(c1)N(C)C(=O)c1ccccc1S2 | 3% | 9% | 2% | 0% | 0% | -4% | 1% | 5%
Cc1cccc(N=C2Sc3nc4c(C)c(C)ccc4cc3CN2CCN2CCOCC2)c1 | 12% | -10% | -12% | -23% | 3% | 3% | 1% | 1%

(next part)
SMILES | GAA glycogen mod | L3MBTL1 block | GAA inhib | RECQ1 helicase | TR SRC2 fluor cs | GoLoco inh red | aGlu spleen mod | TRb-SRC2 inh
CC(C)CNC(=S)NC1CC2CCCC(C1)N2Cc1ccco1 (stereo not drawn) | -4% | 4% | -1% | 10% | -4% | 5% | 3% | -9%
O=C(CSc1nnnn1-c1ccccc1Cl)Nc1ccc2c(c1)OCCO2 | -3% | -3% | 0% | -4% | -1% | -3% | -10% | 6%
CCOC(=O)C1CCN(C(=O)CN(c2ccc(OC)c(OC)c2)S(=O)(=O)c2ccccc2)CC1 | 9% | 1% | 2% | i | -2% | -4% | -18% | -2%
CCNC(=O)Cn1cc(C(F)(F)F)cc(Cl)c1=O | 6% | 6% | . | i | -4% | 0% | 4% | -5%
CCC(C(=O)OCC(=O)Nc1cc(Cl)ccc1Cl)c1ccccc1 (stereo not drawn) | 10% | 71%[activator] | -29% | -5% | -4% | 5% | 5% | 7%
Cc1ccc(C)c(NC(=S)NC(C)C(c2ccccc2)N2CCN(C)CC2)c1 (stereo not drawn) | 2% | -20% | 8% | 1% | -3% | 9% | -2% | -1%
COc1ccc(/C=N/OCC(=O)NC(c2ccccc2)c2ccccc2)c(OC)c1 | -3% | 9% | -4% | -13% | 1% | 8% | -1% | -4%
O=C(NCc1ccc2c(c1)OCO2)C1CCC(CNc2c(N3CCCCC3)c(=O)c2=O)CC1 (stereo not drawn) | 5% | 12% | 0% | -15% | 0% | -2% | -5% | 1%
O=C(c1ccccc1F)N(Cc1ccc(F)cc1)C1CCS(=O)(=O)C1 (stereo not drawn) | -4% | . | 1% | -6% | -1% | 2% | -6% | -1%
O=C(NCCc1ccc([N+](=O)[O-])cc1)c1ccccc1 | 3% | -6% | . | -3% | 0% | 2% | -2% | -9%
O=C(COC(=O)c1cccc([N+](=O)[O-])c1)NCc1cccs1 | -7% | -4% | 4% | i | -4% | 8% | 4% | -6%
O=C(NCc1cccs1)C1CCN(S(=O)(=O)c2ccccc2F)CC1 | 4% | 5% | . | i | 1% | -1% | 0% | 0%
CN1CC(=O)N/C1=N/C(=O)Nc1cccc(Cl)c1 | . | . | . | -10% | -3% | 12% | -2% | 0%
COc1ccc(C(=O)NN)cc1COc1ccc(Br)cc1 | -23% | -1% | 5% | -4% | -1% | -1% | -2% | -7%
C#Cc1ccc([C@@H]2C=C(C(=O)NCc3ccccc3)O[C@H](OCC)[C@H]2CCCO)cc1 | -12% | 7% | . | -5% | 0% | 4% | -7% | 0%
O=C(CNC(=S)N(Cc1ccccc1F)C1CCCCC1)NCCCN1CCOCC1 | 2% | -11% | -3% | -2% | -1% | 11% | . | -3%
O=C(c1ccc(Cn2c(=S)[nH]c3ccc(Br)cc3c2=O)cc1)N1CCN(C2CCCCC2)CC1 | -9% | . | -4% | -13% | -2% | -1% | 7% | -1%
CCN(CC)S(=O)(=O)c1ccc(NC(=O)COC(=O)CCc2cc(OC)c(OC)c(OC)c2)cc1 | 11% | -3% | ? | -5% | 5% | -1% | -3% | -6%
O=C(/C=C/c1cccs1)N1CCc2ccccc21 | 3% | ? | 3% | -1% | 2% | 15% | -7% | 2%
CCCCCCn1c(C(C)NC(=O)c2ccco2)nc2ccccc21 (stereo not drawn) | -3% | . | -12% | i | 0% | 4% | -4% | -2%
C=CCn1c(=N)n(CC(=O)O)c2ccccc21 | -3% | -1% | -4% | i | 3% | -6% | -2% | -2%
CC(=O)Nc1ccc2c(c1)NC(=O)CC2 | -6% | 11% | 0% | -3% | 0% | -7% | 9% | 0%
CN(C)c1cc(N/N=C\c2ccccc2)nc(N(C)C)n1 | -6% | ? | 3% | 1% | 0% | 2% | -7% | -18%
Clc1ccc(CN2CCCCCCC2)cc1 | -1% | 5% | -3% | -1% | -3% | -12% | 9% | -1%
COC(=O)c1cnn(-c2cc(Oc3cccc(C)c3)ncn2)c1N | -6% | . | -4% | 0% | -2% | 11% | -7% | 1%
O=C(CN(Cc1cccs1)C(=O)CNS(=O)(=O)c1ccc(Cl)cc1)NCc1ccco1 | 2% | . | -6% | -7% | 0% | 6% | -8% | 6%
O=C(COC(=O)CCc1c[nH]c2ccccc12)Nc1ccc([N+](=O)[O-])cc1 | -2% | -2% | -2% | -5% | -1% | 6% | -1% | 0%
Cc1ccc(S(=O)(=O)N(C)c2ccc(C(=O)N3CCC(C(N)=O)CC3)cc2)cc1 | 8% | . | 6% | -3% | -1% | -9% | -5% | 2%
O=C(O)c1ccccc1-c1ccccc1C(=O)Nc1cccc2ccccc12 | 0% | -4% | -6% | -17% | -4% | 5% | -17% | 3%
O=C1CC(Nc2ccc(N3CCOCC3)cc2)C(=O)N1c1ccccc1F (stereo not drawn) | 25µM* | ? | 0% | i | -1% | -27% | 0% | -2%
COc1ccc(OC)c2[nH]c(=O)c(CCNC(=O)C3CCCCC3)cc12 | -1% | -8% | -5% | -1% | -3% | 7% | -3% | 1%
COc1cccc(NC(=O)Cn2cc(C#N)c3ccccc32)c1 | 0% | 20% | -5% | -1% | 2% | 5% | -10% | 6%
COc1ccc2nc(-c3cccc(N)c3)[nH]c2c1 | -3% | -22% | 1% | 3% | -2% | 44%[activator] | 4% | 7%
CCCCCCC(=O)OCC(=O)c1ccc2c(c1)NC(=O)CO2 | 1% | 10% | 7% | -9% | -4% | 2% | -2% | -6%
Cc1nn(-c2ccccc2)cc1/C=N/NC(=O)c1cccs1 | 4% | -14% | . | 0% | 1% | -5% | 8% | -7%
CN(C)N=Nc1nc2c([nH]1)c(=O)n(C)c(=O)n2C | -2% | 0% | . | 0% | -2% | -4% | -10% | -3%
O=C1OCCN/C1=C\C(=O)c1ccccc1 | 14% | -3% | -7% | 13% | 0% | -2% | -1% | 6%
CC1CCCCN1S(=O)(=O)c1ccc(C(=O)Nc2ccccc2-c2nc3ccccc3[nH]2)cc1 (stereo not drawn) | 1% | -3% | 2% | -5% | -5% | -2% | 2% | -6%
Cc1ccc(-n2ncc3ccccc3c2=O)cc1Cl | 8% | 22% | -7% | i | 1% | 3% | 4% | 2%
COCCNc1nnc(SCC(=O)Nc2cc(-c3ccccc3)nn2-c2ccccc2)s1 | -5% | -3% | -3% | -9% | -4% | 14% | -11% | 11%
CCCCC(=O)N/N=C/c1ccc(N2CCOCC2)c([N+](=O)[O-])c1 | 3% | -1% | -7% | -3% | -2% | -12% | -16% | -8%
CC(=O)NCCNc1ccc([N+](=O)[O-])cc1C#N | 7% | -8% | -10% | ? | -1% | 0% | -4% | 7%
O=C(NC1CCCC1)C1CC(=O)N(C2CCCCCCC2)C1 (stereo not drawn) | 5% | 3% | 11% | i | -1% | 2% | -28% | 2%
Oc1ccc(C2Nc3cccc4cccc(c34)N2)c(O)c1 | 20µM* | -10% | 3% | i | ? | 4% | -5% | 9%
